# PLAP activator: PLAP enzyme activators, biochemical, luminescence, HTS | Alkaline phosphatase, placental type (Homo sapiens), P05187 | purified PLAP enzyme, luminescent substrate read-out; active compounds read high | activation fold at 20 µM | 96,000 compounds, 1.2% hits | AID 696, 2007; in the data active means activation fold above about 2
# CD11b adhes inh: inhibitors of CD11b/CD18 adhesion to fibrinogen, primary screen, K562 cells, luminescence; 93,000 compounds, 0.54% hits; inhibition, % at 10 µM; ATPlite luminescence; Mn2+ added to activate the integrin; AID 1497, 2009; Integrin beta-2 (Homo sapiens) + Integrin alpha-M (Homo sapiens), P05107+P11215;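 active means primary inhibition of 50% or more at 10 µM, then 40% or more on retest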; further: some results filed as inactive read as strong as hits
# CYP2C19 act: human CYP2C19 activators, primary screen, biochemical, luminescence | Cytochrome P450 2C19 (Homo sapiens), P33261 | recombinant CYP2C19, luciferin-H EGE luminescence; active compounds read high; 0 = fully inhibited enzyme, 1 = untreated enzyme | activation factor at 5 µM | 96,000 tested, under 10 active | AID 1025, 2008;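 active means activation factor of at least 2 at 5 µM in the primary screen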;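 further: 0 = wells with 2.5 mM tranylcypromine and 1 = vehicle-only wells; values of inactives mirror those of a sister screen read the other way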
# Target sequence (P33261 whole entry, looked up): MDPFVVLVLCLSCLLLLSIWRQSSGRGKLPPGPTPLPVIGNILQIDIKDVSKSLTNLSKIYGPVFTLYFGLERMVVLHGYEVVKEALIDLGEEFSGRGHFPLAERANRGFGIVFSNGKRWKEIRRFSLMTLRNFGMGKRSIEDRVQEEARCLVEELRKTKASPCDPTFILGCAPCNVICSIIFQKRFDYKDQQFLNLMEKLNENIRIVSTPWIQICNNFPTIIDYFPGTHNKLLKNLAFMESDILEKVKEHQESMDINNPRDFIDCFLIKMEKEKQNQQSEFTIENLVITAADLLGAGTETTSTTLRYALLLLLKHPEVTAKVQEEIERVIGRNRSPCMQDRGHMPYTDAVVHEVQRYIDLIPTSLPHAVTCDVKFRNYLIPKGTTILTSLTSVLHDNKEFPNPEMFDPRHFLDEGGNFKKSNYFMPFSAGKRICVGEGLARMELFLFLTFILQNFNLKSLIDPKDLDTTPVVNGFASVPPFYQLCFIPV
# CYP2C9 inhib: blockers of cytochrome P450 2C9 activity – biochemical, luminescence, ADME assay, primary screen | P11712 | CYP2C9 Supersomes, luciferin-H conversion | inhibition, % at 5 µM | 96,000 compounds, 20% hits | AID 777, 2007;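 active means blocking of liver enzyme CYP2C9 beyond about 50% at 5 µM, limit read from the data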; further: values of inactives mirror those of a sister screen read the other way
# Target sequence (P11712 whole entry, looked up): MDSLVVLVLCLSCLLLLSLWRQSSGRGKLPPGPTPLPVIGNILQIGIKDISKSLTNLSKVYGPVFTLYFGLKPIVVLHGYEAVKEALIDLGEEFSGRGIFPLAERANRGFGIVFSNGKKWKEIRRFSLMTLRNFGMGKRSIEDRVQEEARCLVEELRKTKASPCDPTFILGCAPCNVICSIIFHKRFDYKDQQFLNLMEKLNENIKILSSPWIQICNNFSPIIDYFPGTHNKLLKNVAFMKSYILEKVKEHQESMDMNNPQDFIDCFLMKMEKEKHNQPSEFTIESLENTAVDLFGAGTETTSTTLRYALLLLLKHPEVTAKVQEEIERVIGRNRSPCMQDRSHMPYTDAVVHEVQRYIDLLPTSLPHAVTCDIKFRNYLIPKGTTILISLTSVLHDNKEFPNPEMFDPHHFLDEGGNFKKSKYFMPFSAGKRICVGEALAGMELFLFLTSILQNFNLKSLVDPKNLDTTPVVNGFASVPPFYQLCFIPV
# MT1-MMP txn act: MT1-MMP promoter reporter activation – cell-based, luciferase luminescence, primary screen; activation factor at 10 µM; HT1080 MT1-MMP promoter luciferase reporter, overnight; active compounds read high; 86,000 compounds, 0.16% hits;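 active means activation factor of at least 2 for MT1-MMP transcription at 10 µM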
# CD11b adhes enh: enhancers of CD11b/CD18 adhesion to fibrinogen, primary screen, K562 cells, luminescence | activation, % at 10 µM | Integrin beta-2 (Homo sapiens) + Integrin alpha-M (Homo sapiens), P05107+P11215 | ATPlite luminescence | 93,000 compounds, 0.07% hits;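 active means 10 µM primary screen giving 50% or more activity, confirmed by 40% or more on retest at that dose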; further: strong numbers were not always called active; reference of the scale not given here
# CYP2C19 inh: blockers of cytochrome P450 2C19 activity – biochemical, luminescence, ADME assay, primary screen; P33261; CYP2C19 Supersomes, luciferin-H EGE luminescence, 30 min; inhibition, % at 5 µM; 96,000 compounds, 21% hits;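 active means CYP2C19 inhibition above a set limit at 5 µM in the primary screen, cut at about 50% in these data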;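 further: plate controls were negative control wells for no effect and 2.5 mM tranylcypromine positive control for full effect; values of inactives mirror those of a sister screen read the other way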
# CYP2C9 activ: human CYP2C9 activators, primary screen, biochemical, luminescence; recombinant CYP2C9, luciferin-H conversion; active compounds read high; factor 1 = untreated enzyme, 0 = blocked; activation factor at 5 µM; 96,000 compounds, 1.4% hits;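 active means activation factor of 2 or more for CYP2C9 at a 5 µM dose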;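 further: 0 = sulfaphenazole-blocked wells and 1 = vehicle-only wells; values of inactives mirror those of a sister screen read the other way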
# Pyk2 oligo antag: antagonists of Pyk2 self-association, primary screen, Q293 cells, FERM NanoBiT luminescence, HTS; active compounds read low; 99,000 compounds, 0.83% hits; z-score (the deposit names both 25 µM and 10 µM);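 active means Z-score of -3 or lower, scaled per plate to the spread of control and sample wells; inactive means z-score above -3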;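 further: negative z-score means lost luminescence so less FERM oligomerization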
# An asterisk follows results filed as active; . = no result given.
SMILES,PLAP activator,CD11b adhes inh,CYP2C19 act,CYP2C9 inhib,MT1-MMP txn act,CD11b adhes enh,CYP2C19 inh,CYP2C9 activ,Pyk2 oligo antag
Cc1nnc(SCC(=O)Nc2ncc3c(n2)CC(C)(C)CC3=O)s1,1.1,-4,1,22,1.2,0,2,0.8,-0.23
O=C(CCC1CCCCC1)Nc1ccc(S(=O)(=O)Nc2nccs2)cc1,1.2,-38,0.5,63*,.,2,45,0.4,0.4
O=C(Cn1nnc(-c2ccccc2)n1)NCc1cccs1,0.8,25,0.3,3,1.1,-2,72*,1,-0.12
COc1ccc(-n2c(SCC#N)nc3ccccc3c2=O)cc1,0.8,0,0.9,68*,1,-7,11,0.3,-0.78
CCOc1ccc2c(c1)nc(SCC(=O)c1cccs1)n2C,0.7,.,0.6,28,.,.,44,0.7,0.27
Cn1cnnc1SCC(=O)Nc1ccc(Br)cc1F,1,-6,0.7,-24,.,-2,32,1.2,0.12
COc1nc(N/N=C/c2cc3c(cc2Br)OCO3)nc(N2CCOCC2)n1,0.8,-6,0.7,77*,.,-6,35,0.2,-2.6
CCOC(=O)N1CCC(Nc2c(-c3ccc(C)c(C)c3)c(=O)c2=O)CC1,1.1,-5,0.7,39,1.2,-2,25,0.6,0.66
CCCC(C(=O)NC1CCCCC1)N(Cc1ccco1)C(=O)CNS(=O)(=O)c1ccccc1 (centres undefined),1.7,4,0.7,21,.,-1,29,0.8,-1.1
Cc1cccc(CS(=O)(=O)Cc2ccc(C(=O)NCCCN3CCOCC3)o2)c1,1.1,0,0.9,22,0.8,1,11,0.8,.
COc1ccc(CN2CCN(c3ccccn3)CC2)cc1OCc1ccccc1,1.6,26,0.5,38,1,2,47,0.6,1.2
COCC(=O)NC(C)c1nc2ccccc2[nH]1 (centres undefined),0.8,-7,1.1,-18,1.2,-5,-10,1.2,1.5
O=C(CSc1ncn[nH]1)Nc1ccccc1-c1ccccc1,1.4,-18,0.8,11,1.1,4,19,0.9,1.2
O=C(NCCCCCCCCCNC(=O)C(F)(F)F)C(F)(F)F,0.9,.,0.9,11,.,.,14,0.9,0.39
Clc1ccc(OCCCNCc2ccccc2)c(Br)c1,1.5,18,0.4,2,.,-2,63*,1,1.1
CCOc1ccc(C2C=C(c3ccc(C)cc3)Nc3nnnn32)cc1 (centres undefined),0.8,5,0.2,84*,0.9,-5,83*,0.2,0.16
CC(=O)COc1ccc2c(C)c(C)c(=O)oc2c1,1,-4,0.9,14,1.4,-1,10,0.9,0.07
Cc1cc(C)nc(SCSc2nc(C)cc(C)n2)n1,1.1,0,0.7,14,1.1,2,28,0.9,-0.06
CCOCCCNC(=O)C(NC(=O)c1ccc2c(c1)OCO2)c1ccc(OC)cc1 (centres undefined),1.2,12,1.1,-2,1.1,-6,-6,1,1.5
Cc1ccc2nc(NC(=O)CSCC(=O)OCC(=O)c3ccc(Br)cc3)sc2c1,0.9,.,1,20,.,.,3,0.8,0.65
O=C(/C=C/c1ccco1)NC(=S)Nc1ccccc1N1CCOCC1,0.9,-10,0.7,12,.,0,30,0.9,0.12
NNC(=O)Cn1c(SCc2ccccc2)nc2ccccc21,0.8,-9,0,37,1.1,0,96*,0.6,1.1
O=C(NCc1ccccc1)NS(=O)(=O)c1ccccc1Cl,1,29,1.2,37,0.9,-2,-18,0.6,0.56
CN(C)c1nc(N)nc(-c2nc3ccccc3s2)n1,1,-14,1,-1,1.8,3,1,1,0.1
CC(=O)Cc1nsc(Nc2ccc3c(c2)OCCO3)n1,1.4,-12,0.6,72*,1.7,-5,45,0.3,-0.28
# New compounds follow:
SMILES,PLAP activator,CD11b adhes inh,CYP2C19 act,CYP2C9 inhib,MT1-MMP txn act,CD11b adhes enh,CYP2C19 inh,CYP2C9 activ,Pyk2 oligo antag
CCOC(=O)N1CCC(NC(=O)CCc2nc(-c3ccc(C)cc3)no2)CC1,1.8,5,0.6,73*,1.2,-2,41,0.3,1.3
CCC1Oc2ccc(C)cc2N(CC(=O)NCC2COc3ccccc3O2)C1=O (centres undefined),1.5,4,0.1,38,.,2,93*,0.6,.
COc1cccc(-c2csc(N3CCN(C(=S)Nc4ccccc4OC)CC3)n2)c1,1.1,2,0.3,-6,.,-1,70*,1.1,0.84
O=C(Nc1ccon1)c1cnc2sccn2c1=O,1.1,16,1.1,45,1.1,-6,-8,0.6,0.23
CCc1ccc(NC(=O)C2CCN(S(=O)(=O)c3c(C)[nH]c(=O)[nH]c3=O)CC2)cc1,0.7,.,0.8,30,.,.,16,0.7,0.1
O=C1CSC(c2cn(-c3ccccc3)nc2-c2cc3ccccc3o2)N1Cc1ccccc1 (centres undefined),1.2,9,0.5,89*,1.2,0,54*,0.1,-0.13
C[C@@H](C(=O)Nc1nc(-c2ccccn2)cs1)N1C(=O)C2CCCCC2C1=O (some centres undefined),.,-3,0.7,42,.,2,33,0.6,-0.24
O=C(O)CSc1nc2ccccc2o1,1.1,-1,1.3,-20,1.1,-2,-25,1.2,1.8
CCOC(=O)c1cnc(SCc2ccc(C(C)(C)C)cc2)nc1N,0.8,89,1.1,70*,1.3,-6,-6,0.3,-0.77
CCN1C(=O)c2ccc(C(=O)NCc3ccccc3)cc2C1=O,1.1,-4,1.1,-9,1.1,-1,-8,1.1,-0.21
CCCSc1nc(N)nc(-c2cccs2)c1C#N,0.6,.,0.6,73*,.,.,40,0.3,-2.5
COc1ccc(N2CCN(CCNC(=O)Nc3ccc(Cl)cc3)CC2)cc1,1.1,-12,0.9,47,1.1,3,10,0.5,0.02
CCOC(=O)c1csc(NC(=O)CSc2nnnn2-c2ccc(OC)cc2)n1,1.1,-7,1.2,-16,1.1,-5,-16,1.2,0.41
CCOc1ccc(NC(=O)N2CCC(c3ccc(C)cc3)C2)cc1 (centres undefined),0.9,.,0.9,20,1.1,.,10,0.8,-0.83
COc1cccc(CNCc2ccc(SC)cc2)c1OC,1,.,0,16,.,.,100*,0.8,0.49
CC1(C)CC(NC(=O)CCC2CCCC2)CC(C)(C)N1,0.7,-9,1,13,1.2,2,-4,0.9,0.5
O=C(c1ccc(=O)[nH]c1)N(Cc1ccco1)C1(C(=O)NC2CCCC2)CCCCC1,1.4,11,1.1,-12,.,-2,-13,1.1,0.03
O=C(OCc1nnc(-c2ccccc2)o1)c1ccco1,1,-1,0.8,6,1,-1,18,0.9,-0.06
O=C1/C(=C/c2ccc(N3CCCC3)cc2)NC(=S)N1C1CC1,0.5,6,0.7,43,.,-3,34,0.6,-2
Cc1cc(Cl)cc(C)c1OCC(=O)O,1,-11,1.2,-30,1,-2,-22,1.3,0.11
Cc1ccc(NC(=O)C(c2ccc(Cl)cc2)N2CCCCC2)cc1 (centres undefined),1.1,-2,0.7,27,.,0,32,0.7,-1.3
O=C1CSC(c2ccco2)N1 (centres undefined),0.9,3,1,3,1,1,4,1,0.71
O=C(Nn1cnnc1)c1cc2cc(Br)ccc2oc1=O,1.2,1,0.5,38,1,-5,54*,0.6,1.4
c1ccc(-n2nnnc2NCCc2c[nH]c3ccccc23)cc1,0.7,3,0,81*,1.1,0,98*,0.2,0.14
CCCn1nnnc1-c1cc(Cl)cc(Cl)c1,1,.,0.8,-6,.,.,15,1.1,0.57
# Next structures.
SMILES,PLAP activator,CD11b adhes inh,CYP2C19 act,CYP2C9 inhib,MT1-MMP txn act,CD11b adhes enh,CYP2C19 inh,CYP2C9 activ,Pyk2 oligo antag
CCOc1ccc2nc(SCC(=O)NCc3ccco3)sc2c1,0.9,21,0.6,-30,1.3,3,41,1.3,0.01
O=C1CC(N(Cc2ccc3c(c2)OCO3)C(=O)Nc2ccc(F)cc2)C(=O)N1c1ccccc1 (centres undefined),1.1,8,0.9,3,0.9,1,13,1,0.56
CC(C)(C)OC(=O)N[C@@H](Cc1ccccc1)c1nnc(SCC(=O)O)o1,1,-4,1,56*,1,-4,3,0.4,-0.24
CCn1c(SCC(=O)Nc2cc(C)on2)nnc1-c1cccnc1,0.8,-12,0.7,9,1.3,-2,31,0.9,0.6
O=C(Nc1ccccc1)c1ccccc1NC(=O)C1CCCCC1,0.9,.,0.8,34,.,.,20,0.7,-0.56
O=C(NC(Nc1ncccn1)C(=O)c1ccccc1)c1ccccc1 (centres undefined),0.9,7,0.2,77*,1.1,-6,78*,0.2,0.04
C=CCC(NCc1ccco1)c1ccc(OC)c(OC)c1 (centres undefined),1,-7,0.6,1,1.1,-4,42,1,-0.51
C=CCSC1=N/C(=C\C=C\c2ccco2)C(=O)S1,1.1,2,1.1,17,1.1,1,-9,0.8,-0.35
CC(=O)C1=C(O)C(=O)N(Cc2ccccc2)C1c1cccs1 (centres undefined),1,-13,1,32,1.1,1,-3,0.7,1.2
COc1c(C(C)C)cc(NC(C)=O)cc1C(C)C,1.2,9,0.1,25,1.2,0,89*,0.7,0.01
CCCc1[nH]nc2c1C(/C(C)=C/c1ccccc1)C(C#N)=C(N)O2 (centres undefined),1.1,-10,0.8,29,0.9,7,22,0.7,-0.52
CCN1CCc2c(C#N)c(N3CCOCC3)nc(NCCO)c2C1,1.1,-2,1,2,1.1,-1,-3,1,-0.32
Cc1cc2c(cc1C)[n+](C)cn2CC(O)COCc1ccccc1 (centres undefined),0.9,-34,1,-19,.,-1,-3,1.2,1
Cc1nnc(SC(C)C(=O)Nc2ncc(Cl)cc2Cl)n1Cc1ccccc1 (centres undefined),1.3,10,0.9,12,1.1,-5,11,0.9,-0.53
O=C(CCCn1c(=O)[nH]c2cc(Cl)ccc2c1=O)NCCCN1CCCC1=O,1.5,-22,1.1,12,.,-1,-12,0.9,0.44
COC(=O)C(NC(C)=O)(Nc1sc2c(c1C(N)=O)CCCC2)C(F)(F)F (centres undefined),1.3,5,0.6,18,1.1,6,44,0.8,-0.32
CC(=O)Nc1ccc(S(=O)(=O)N2CCN(CCC#N)CC2)cc1,1.1,-18,0.9,-4,1.1,-3,9,1,.
CC(=O)Nc1cccc(NC(=O)C2CC(=O)N(c3ccc(C)cc3)C2)c1 (centres undefined),1.1,-39,0.3,68*,1.1,0,72*,0.3,0.09
CCN(CC)C(=O)CSc1nc2ccc(NC(=O)CSc3nnc(N)s3)cc2s1,0.8,.,0.7,35,.,.,29,0.7,1.6
COC(=O)C1=C(C)NC(=O)CC1c1ccc(C(=O)OC)cc1 (centres undefined),1,-3,0.8,13,1.1,-2,21,0.9,-0.74
CCCCc1nnc(NC(=O)CSc2nc(C)cc(=O)[nH]2)s1,0.8,1,1,14,1.2,2,4,0.9,-0.37
Cc1ccccc1-n1c(CSC(=N)N)nc2ccccc2c1=O,2.3*,3,0.9,-4,.,1,11,1,-0.92
CCNC(=O)CC1C(=O)N(c2ccccc2)C(=O)N1CCc1ccc(OC)c(OC)c1 (centres undefined),1.2,5,0.9,40,1,-9,11,0.6,0.57

# 4 entries already listed, sorted by length of the SMILES, rising.
SMILES,PLAP activator,CD11b adhes inh,CYP2C19 act,CYP2C9 inhib,MT1-MMP txn act,CD11b adhes enh,CYP2C19 inh,CYP2C9 activ,Pyk2 oligo antag
CCOc1ccc2nc(SCC(=O)NCc3ccco3)sc2c1,0.9,21,0.6,-30,1.3,3,41,1.3,0.01
O=C(NC(Nc1ncccn1)C(=O)c1ccccc1)c1ccccc1 (centres undefined),0.9,7,0.2,77*,1.1,-6,78*,0.2,0.04
CC(=O)Nc1cccc(NC(=O)C2CC(=O)N(c3ccc(C)cc3)C2)c1 (centres undefined),1.1,-39,0.3,68*,1.1,0,72*,0.3,0.09
O=C(CCCn1c(=O)[nH]c2cc(Cl)ccc2c1=O)NCCCN1CCCC1=O,1.5,-22,1.1,12,.,-1,-12,0.9,0.44

# Rows were taken by chance; about 31% have a hit in one of these screens.
